# Source: PubChem BioAssay
# MITF TRPM1 inh – MITF TRPM1 promoter inhibition in SK-MEL-5 cells; SK-MEL-5 TRPM1 promoter luciferase, 24 h; inhibition, % at 12.5 µM; 330,000 tested, 0.83% active;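 active = mean inhibition across replicates of 60% or more, whatever share of single replicates reaches that level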; note: values of inactives mirror those of a sister screen read the other way
# KKLEB cytotox – CF airway cell cytotoxicity counter-screen; KKLEB CF airway cells viability, ATPlite luminescence, overnight; stronger effect = lower value; cells stimulated with P. aeruginosa culture filtrate; activity change (cytotoxicity), % at 5 µM; 360,000 tested, 0.36% active; AID 602141;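 active = corrected activity change at or below -50% at 5 µM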
# TWEAK Fn14 block – blocks TWEAK-Fn14 interaction in a reporter cell assay | AID 1159606 | 360,000 tested, 2% active | inhibition, % at 10 µM | TWEAK-stimulated Fn14 reporter cells, luciferase luminescence, 8 h; in the data active = inhibition above about 50%
# NR2E3 ag-1 – human photoreceptor-specific nuclear receptor agonism | Q9Y5X4 | CHO-S Gal4-NCOR/VP16-NR2E3 two-hybrid, luciferase | inhibition of corepressor binding, % at 3.98 µM | 360,000 tested, 0.35% active | AID 602229;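 active = inhibition above the mean of all tested compounds plus 3 SD, cut at about 70% in these data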;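 note: 0% = DMSO with NR2E3 transfected cells and 100% = cells lacking NR2E3 construct; higher means lower luciferase signal from less NR2E3 corepressor binding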
# Target sequence (Q9Y5X4 whole entry, looked up, the tested form may be a part): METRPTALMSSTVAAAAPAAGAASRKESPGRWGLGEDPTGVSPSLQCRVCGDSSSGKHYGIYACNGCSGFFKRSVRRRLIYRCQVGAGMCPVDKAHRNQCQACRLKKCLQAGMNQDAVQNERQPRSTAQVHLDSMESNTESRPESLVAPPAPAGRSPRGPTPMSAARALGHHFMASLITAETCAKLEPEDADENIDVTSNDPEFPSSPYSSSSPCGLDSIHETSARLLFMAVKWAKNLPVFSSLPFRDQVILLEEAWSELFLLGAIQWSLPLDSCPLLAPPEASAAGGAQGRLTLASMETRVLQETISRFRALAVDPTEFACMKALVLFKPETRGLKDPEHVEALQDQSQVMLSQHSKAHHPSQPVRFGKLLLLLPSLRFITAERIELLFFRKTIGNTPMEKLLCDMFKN
# hiPSC survival – enhancers of human iPSC single-cell survival; hiPSC single-cell survival, ATPlite luminescence; 100% = ROCK inhibitor wells, 0% = DMSO; survival enhancement, % at 20 µM; 360,000 tested, 0.044% active; in the data active = survival enhancement above about 18%;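 note: cells exposed to compounds for 16 hours before the ATP read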
# CF NFkB block – cystic fibrosis NF-kB activation inhibition; 360,000 tested, 0.86% active; KKLEB NF-kB-GFP reporter, PAF-induced, GFP fluorescence overnight; inhibition, % at 5 µM; AID 588850;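 active = at least 50% inhibition at 5 µM, scaled per plate between neutral and stimulator controls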;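 note: PAF is a Pseudomonas aeruginosa culture filtrate used as stimulus; plate controls were PAF-stimulated DMSO wells for no effect and unstimulated DMSO wells for full effect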
# HIF-2a block – inhibitors of HIF-2a | inhibition, % at 18.8 µM | 786-0 RCC cells HIF-2a reporter, luciferase luminescence, overnight | AID 624352 | 360,000 tested, 0.72% active;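 active = inhibition of the luminescence signal of 40% or more relative to plate controls, in a single-dose primary screen at 18.75 µM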
# Shn3 inh set2 – inhibitors of Schnurri-3 3'UTR reporter in osteoblasts | Clone20 osteoblast Shn3 3'UTR firefly luciferase, 24 h | inhibition, % at 12.5 µM | 360,000 tested, 0.52% active | AID 588674;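 active = mean inhibition of at least 75% with every replicate also reaching 75%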;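 note: 0% = median of neutral control wells and 100% = pilot-screen positive control compound; some compounds past the cut are filed as inactive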
# Peg3 promoter – Peg3 promoter activity inhibition | HeLa PEG-Prom luciferase reporter, luminescence, overnight | inhibition, % at 20 µM | 360,000 tested, 1.7% active;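 active = inhibition of at least 50% at 20 µM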
# aDG glyco up – increases alpha dystroglycan glycosylation. Pro5-aDG cells, alpha-DG glycosylation AlphaScreen (IIH6); 0% Pro5, 100% B10-LARGE cell signal. activation, % at 10 µM. 360,000 tested, 0.22% active;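 active = activation of at least 8% versus controls, or a plate z-score of at least 8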;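 note: Pro5 are CHO cells carrying HIG-tagged alpha-DG that lacks glycosylation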
# NR2E3 ag-2 – agonists of human nuclear receptor NR2E3 | Q9Y5X4 | inhibition of corepressor binding, % at 4.78 µM | AID 2300 | 320,000 tested, 0.12% active | GST-NR2E3/biotin-RetCOR TR-FRET, 1536-well;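 active = percent inhibition above the cutoff of mean plus 3 SD of all tested compounds, set per screening campaign, cut at about 20% in these data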;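 note: 0% = DMSO wells and 100% = biotin wells as full block of FRET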
#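 system = GST-tagged NR2E3 plus biotinylated RetCOR corepressor | input = 1.35 nM GST-NR2E3 | also added = 7 nM biotin-RetCOR | schedule = 5 h incubation at 4 °C | measured by = TR-FRET with europium anti-GST and streptavidin-D2, 340 nm excitation | read-out = percent loss of FRET ratio relative to control wells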
# Active calls of the source: *; x = no result given.
entry	SMILES	MITF TRPM1 inh	KKLEB cytotox	TWEAK Fn14 block	NR2E3 ag-1	hiPSC survival	CF NFkB block
1	C1CC(=NN=C2CCSCC2)CCS1	-10	13	-11	-2	-1.6	9
2	Cc1cc(Cl)c(S(=O)(=O)N2CCSCC2)cc1OCC(N)=O	4	3	1	21	-2.0	-2
3	O=C(COC(=O)c1ccc(O)cc1)NC(c1ccccc1)c1ccccc1	0	1	-11	-13	1.4	0
4	CN(CC(=O)Nc1ccc(F)cc1)C(=O)CN1C(=O)NC2(CCCC2)C1=O	7	3	-7	3	-0.3	-5
5	CC1Cc2ccccc2N1C(=O)c1cc2sccc2n1Cc1ccc(F)cc1 (stereo not drawn)	13	-7	17	-17	-2.1	17
6	CS(=O)(=O)N(CC(=O)Nc1ccc(CC#N)cc1)c1ccc(C23CC4CC(CC(C4)C2)C3)cc1	-7	3	18	1	-1.0	-9
7	CCc1ccc(N2C(=O)C3C4CCC(C4=C(C)C)C3C2=O)cc1 (stereo not drawn)	-3	-16	15	-2	3.3	19
8	Cc1cc(C(=O)NC2=NCCS2)c2ccccc2n1	7	-9	-18	-8	-0.1	-7
9	CCOc1ccc(CNS(=O)(=O)c2ccc(-c3ccc(=O)[nH]n3)o2)cc1OC	5	-3	8	13	-0.2	3
10	S=C(NCc1ccco1)N1CCC(c2nc3ccccc3o2)CC1	-6	8	5	-5	2.8	-2

entry	HIF-2a block	Shn3 inh set2	Peg3 promoter	aDG glyco up	NR2E3 ag-2
1	8	-17	9	0.0	x
2	6	14	17	0.4	0
3	6	-3	-5	0.0	x
4	8	9	-27	0.4	x
5	20	16	54*	0.1	0
6	-138	67	-27	2.0	2
7	13	-16	15	0.0	-4
8	2	-22	11	-0.2	-6
9	8	2	6	-0.1	-2
10	12	-3	5	-0.2	0

# (further entries)
entry	SMILES	MITF TRPM1 inh	KKLEB cytotox	TWEAK Fn14 block	NR2E3 ag-1	hiPSC survival	CF NFkB block
11	COc1ccc(C2=CCCCCC2)cc1OC	x	-2	-28	-42	-0.2	1
12	CCOC(=O)c1c(C)[nH]c(C)c1C(=O)COC(=O)C1CC(=O)N(CCc2ccccc2)C1 (stereo not drawn)	8	0	-13	6	0.9	-35
13	O=C(COC(=O)Cc1ccsc1)NCC1CCCCC1	6	5	-1	-9	-0.7	-1
14	CC(C)C(=O)Nc1ccc(NC(=O)c2cccnc2)cn1	-5	3	9	-9	-0.7	7
15	COc1ccc(NC(=O)N2CCCCCC2)c(OC)c1	-5	13	11	4	-0.2	-12
16	CCN1CCN(C(=O)c2cc(=O)c3cc(C)ccc3o2)CC1	-9	2	-16	-35	0.5	-4
17	C/C=N/N(c1ccccc1)c1ccccc1	3	3	15	1	1.5	-20
18	O=C(NCCc1ccccc1)c1cnc2sccn2c1=O	-48	-26	9	-79	1.6	21
19	COc1ccc(C[C@H]2CN3C(=NC[C@@H]3C(C)C)N2C[C@H](C)NC(=O)c2ccc(C)c(Br)c2)cc1	-13	-4	-25	-16	-3.8	-5
20	CCOC(=O)C1=C(C)N=C2SC(C(=O)OC)=CC(=O)N2C1c1ccc(F)cc1 (stereo not drawn)	15	7	15	14	-0.1	9

entry	HIF-2a block	Shn3 inh set2	Peg3 promoter	aDG glyco up	NR2E3 ag-2
11	-37	-21	-60	0.1	x
12	12	11	6	-0.3	x
13	14	8	-3	-0.2	0
14	-19	-6	-8	-0.1	-4
15	3	0	-5	-0.3	0
16	4	-11	4	0.0	2
17	11	-4	-3	0.1	x
18	-236	-12	-202	0.2	0
19	5	20	16	-0.1	1
20	-48	11	-35	-0.2	1

# Continued:
entry	SMILES	MITF TRPM1 inh	KKLEB cytotox	TWEAK Fn14 block	NR2E3 ag-1	hiPSC survival	CF NFkB block
21	O=C(CSc1nnc(Cn2nnc3ccccc32)o1)N(Cc1ccc(F)cc1)c1ccccc1	39	2	56*	79*	-1.9	15
22	Cc1nn(-c2ccc(Cl)c(Cl)c2)c(=O)c2ccccc12	-18	17	-7	-36	-0.9	-9
23	CCOc1ccccc1NC(=O)Nc1cc(S(=O)(=O)N(C)C)ccc1C	13	-9	-31	8	0.9	-5
24	CCN(CC)C(=O)C1=C(C)N(Cc2ccc(F)cc2)C(=O)C(CC(=O)NCc2cccc3ccccc23)C1 (stereo not drawn)	x	7	-21	-30	-0.4	1
25	CN(C)N1C(N)=C(C#N)C(c2ccc(Br)cc2)C2=C1CCCC2=O (stereo not drawn)	1	12	23	-7	-0.2	-25
26	c1ccc(-c2nnc(-c3ccccc3)nn2)cc1	x	-3	31	-118	-0.6	7
27	C[C@@H]1CC[C@]2(O[C@@H](CCO)C[C@H](O)[C@H]2O)O1	-4	0	-6	6	0.5	-3
28	CCCNC(=O)Cn1c(=O)/c(=C/c2ccc(-c3ccc([N+](=O)[O-])cc3)o2)s/c1=C\C(=O)C(C)(C)C	14	-1	28	-19	2.5	-319
29	Cc1cc(N)n(-c2ccc(S(=O)(=O)N3CCCC3)cc2[N+](=O)[O-])n1	-14	-10	5	-25	0.6	1
30	CCN(CC)S(=O)(=O)c1ccc2c(c1)c(=O)c(C(=O)NCCc1ccccc1)cn2C	2	3	-5	-18	1.3	6

entry	HIF-2a block	Shn3 inh set2	Peg3 promoter	aDG glyco up	NR2E3 ag-2
21	14	71	22	3.4	-3
22	-72	-68	-201	0.1	-4
23	20	10	11	-0.1	-2
24	1	12	6	0.2	x
25	14	3	5	0.0	0
26	-184	-72	-187	0.1	3
27	9	-3	-7	-0.1	3
28	15	14	30	0.2	x
29	7	-14	2	-0.2	-3
30	9	5	4	-0.3	-1

# Next results follow.
entry	SMILES	MITF TRPM1 inh	KKLEB cytotox	TWEAK Fn14 block	NR2E3 ag-1	hiPSC survival	CF NFkB block
31	COc1ccc(-c2ccc3c(c2)c(-c2cccs2)c(-c2cc(OC)cc(OC)c2)n3C)cc1	6	-4	2	3	3.4	-12
32	CN(Cc1ccccc1)C(=O)c1ccc2c(c1)S(=O)(=O)N=C1CCCCCN12	6	8	-4	-2	-0.5	-36
33	O=C(O)CCC(=O)OCc1c(-c2ccccc2)ncc2ccccc12	-2	-4	-8	-17	2.4	-2
34	COc1cccc(-n2nnc3c(=O)n(Cc4ccccc4F)cnc32)c1	-8	0	-17	-54	-0.8	-9
35	COC(=O)C1CCN(C(=O)COC(=O)c2cccc(NS(=O)(=O)c3ccccc3)c2)CC1	-4	-2	-2	11	-0.4	-11
36	Cc1cc(Nc2nc(Cl)c(Cl)cc2Cl)n(-c2ccccc2)n1	7	-3	-5	-9	3.3	3
37	O=C(CCN1C(=O)C2C3C=CC(C3)C2C1=O)Nc1ccccc1F (stereo not drawn)	14	-1	-27	-20	0.1	2
38	O=C(Cn1c(=O)[nH]c2ccccc2c1=O)N1CCN(c2cccc(Cl)c2)CC1	-6	11	41	-22	-0.2	-7
39	O=C(COc1ccc(Br)cc1Br)NC(=O)NC1CCCC1	-108	10	-28	-136	0.5	11
40	CN(C)CCOc1ccccc1-c1ccccc1	9	-6	-11	-22	0.4	-18

entry	HIF-2a block	Shn3 inh set2	Peg3 promoter	aDG glyco up	NR2E3 ag-2
31	-7	20	9	0.2	-4
32	9	5	8	0.0	x
33	15	-2	-10	0.6	2
34	-108	-15	-83	0.3	4
35	9	-5	-1	-0.1	3
36	21	-6	29	0.1	-3
37	1	12	-4	-0.2	4
38	13	4	14	0.0	0
39	-318	-36	-309	0.3	-4
40	12	-2	-10	0.8	-3

# Of the compounds above, three have bromine:
entry	SMILES	MITF TRPM1 inh	KKLEB cytotox	TWEAK Fn14 block	NR2E3 ag-1	hiPSC survival	CF NFkB block
19	COc1ccc(C[C@H]2CN3C(=NC[C@@H]3C(C)C)N2C[C@H](C)NC(=O)c2ccc(C)c(Br)c2)cc1	-13	-4	-25	-16	-3.8	-5
25	CN(C)N1C(N)=C(C#N)C(c2ccc(Br)cc2)C2=C1CCCC2=O (stereo not drawn)	1	12	23	-7	-0.2	-25
39	O=C(COc1ccc(Br)cc1Br)NC(=O)NC1CCCC1	-108	10	-28	-136	0.5	11

entry	HIF-2a block	Shn3 inh set2	Peg3 promoter	aDG glyco up	NR2E3 ag-2
19	5	20	16	-0.1	1
25	14	3	5	0.0	0
39	-318	-36	-309	0.3	-4

# One compound at a time, as listed above. Order of screens: MITF TRPM1 inh	KKLEB cytotox	TWEAK Fn14 block	NR2E3 ag-1	hiPSC survival	CF NFkB block	HIF-2a block	Shn3 inh set2	Peg3 promoter	aDG glyco up	NR2E3 ag-2
# `O=C(Cn1c(=O)[nH]c2ccccc2c1=O)N1CCN(c2cccc(Cl)c2)CC1` in the list: -6	11	41	-22	-0.2	-7	13	4	14	0.0	0
# `O=C(O)CCC(=O)OCc1c(-c2ccccc2)ncc2ccccc12` in the list: -2	-4	-8	-17	2.4	-2	15	-2	-10	0.6	2
# `CN(C)CCOc1ccccc1-c1ccccc1` in the list: 9	-6	-11	-22	0.4	-18	12	-2	-10	0.8	-3
# `COc1cccc(-n2nnc3c(=O)n(Cc4ccccc4F)cnc32)c1` in the list: -8	0	-17	-54	-0.8	-9	-108	-15	-83	0.3	4

# (cont.)
entry	SMILES	MITF TRPM1 inh	KKLEB cytotox	TWEAK Fn14 block	NR2E3 ag-1	hiPSC survival	CF NFkB block
41	Nc1nncn1C(=O)CCCOc1ccc(Cl)cc1Cl	-5	-18	-8	-25	1.5	5
42	Cc1ccc(NCC(=O)N/N=C/c2cccc(Oc3ccccc3)c2)cc1	-5	8	23	-17	0.2	-11
43	Cc1ccccc1CNc1nnnn1C	-4	-4	12	-25	0.1	-11
44	O=[N+]([O-])c1cccc(S(=O)(=O)Nc2cccc(-c3ccc(N4CCOCC4)nn3)c2)c1	-51	-10	-7	-52	-0.6	13
45	CCN(CC)S(=O)(=O)c1ccc(NS(=O)(=O)c2ccc(F)cc2)cc1	-1	-1	-16	1	6.2	7
46	O=c1cc(-c2ccccc2Cl)oc2cc(O)cc(O)c12	-42	-1	36	-38	-2.2	66*
47	COc1ccc(N2CC(C(=O)N/N=C/c3ccc([N+](=O)[O-])cc3)CC2=O)cc1 (stereo not drawn)	6	1	-7	-12	0.1	-3
48	N#C/C(=C/c1ccc(OCc2ccccc2)cc1)C(=O)NC1CCCCC1	-23	-13	-35	-2	-1.3	5
49	CCNc1ccc(C(=O)OCC(=O)Nc2cc(C)on2)cc1[N+](=O)[O-]	-1	6	-25	-16	-0.4	-32
50	O=C(Cn1nnc(-c2cccs2)n1)N1CCOCC1	10	6	10	-2	-0.5	1
51	COc1ccc(CC(=O)N(c2ccccc2)c2nc(C)cs2)cc1	-4	-3	-9	-11	-1.8	-6
52	O=C(CN1CCN(C(=O)c2ccc(-c3nc4ccccc4s3)o2)CC1)Nc1cccc(F)c1	x	-5	2	22	-1.9	-12

entry	HIF-2a block	Shn3 inh set2	Peg3 promoter	aDG glyco up	NR2E3 ag-2
41	-30	17	-2	-0.1	5
42	8	8	28	-0.3	0
43	17	-3	25	0.0	3
44	-176	-60	-159	0.2	-1
45	25	-3	13	-0.2	-2
46	-128	82	-233	0.0	4
47	25	2	-8	0.2	3
48	-100	-64	-41	0.1	0
49	1	3	28	0.0	7
50	-6	-2	-21	0.8	-2
51	3	24	-5	0.1	-2
52	-16	0	-10	-0.2	x
